rTrxR1 inhibitor = rat TrxR1 inhibition; recombinant rTrxR1, NADPH fluorescence consumption, selenite substrate; 390,000 compounds, 1% hits; AID 588453; O89049; Potency, µM (highest dose often 114 µM), for inactives: top-dose activity change, negative = inhibition, most hits filed as inhibitors; also: potency is read from the fitted curve at half-maximal effect; % is scaled to controls: 0 for no effect and ±100 for the full control effect; nearly all actives have a fitted effect of over 65% in size
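Rat TrxR1 (90 nM in the dispensed reagent) was pre-reduced with 400 uM NADPH for 5 min at room temperature, then incubated with compound for 15 min. After 400 uM selenite was added, NADPH fluorescence (Ex 340/Em 450 nm) was followed for 8 min.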
PI4K2A block = PI4K2A (human) kinase inhibition; purified PI4K2A, ADP-Glo luminescence, 1 h; active compounds read low; Q9BTU6; activity change, negative = inhibition, % at 76.9 µM; 420,000 compounds, 0.13% hits; in the data active = activity change below about -50%; inconclusive = mostly about -30% to -49%;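 also: -100% = wells without enzyme as full effect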
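In this quantitative HTS, ADP production by PI4K2A was quantified luminescently after 1 h at ambient temperature; 100 microM adenosine served as plate-quality control.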
TrxR1 substrate = is turned over as a substrate by rat TrxR1 | O89049 | purified TrxR1 substrate turnover, NADPH consumption readout | Potency, µM (top dose mostly 114 µM), for the others: at the top dose activity change, negative = substrate turnover | 390,000 compounds, 0.01% hits | AID 588456; also: potency is read from the fitted curve at half-maximal effect; % is scaled to controls: 0 for no effect and ±100 for the full control effect; nearly all actives have a fitted effect of over 50% in size
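Rat TrxR1, dispensed at 90 nM, was prereduced with 400 uM NADPH (final) for 5 min at ~22 deg C, then incubated with compound 15 min before 400 uM selenite. A first-read NADPH fluorescence drop versus no-compound background flagged substrates.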
USP1 inh = inhibitors of human USP1/UAF1 deubiquitinase | O94782 | recombinant USP1/UAF1, Ub-Rhodamine cleavage fluorescence | Potency, µM (doses to about 57.1 µM), for inactives: at the top dose activity change, negative = inhibition, usual class: inhibitors | 390,000 compounds, 0.23% hits | AID 743255; also: potency is read from the fitted curve at half-maximal effect; % is scaled to controls: 0 for no effect and ±100 for the full control effect; nearly all actives have a fitted effect of over 60% in size; inactives centre near -12
Target sequence (O94782 whole entry, looked up): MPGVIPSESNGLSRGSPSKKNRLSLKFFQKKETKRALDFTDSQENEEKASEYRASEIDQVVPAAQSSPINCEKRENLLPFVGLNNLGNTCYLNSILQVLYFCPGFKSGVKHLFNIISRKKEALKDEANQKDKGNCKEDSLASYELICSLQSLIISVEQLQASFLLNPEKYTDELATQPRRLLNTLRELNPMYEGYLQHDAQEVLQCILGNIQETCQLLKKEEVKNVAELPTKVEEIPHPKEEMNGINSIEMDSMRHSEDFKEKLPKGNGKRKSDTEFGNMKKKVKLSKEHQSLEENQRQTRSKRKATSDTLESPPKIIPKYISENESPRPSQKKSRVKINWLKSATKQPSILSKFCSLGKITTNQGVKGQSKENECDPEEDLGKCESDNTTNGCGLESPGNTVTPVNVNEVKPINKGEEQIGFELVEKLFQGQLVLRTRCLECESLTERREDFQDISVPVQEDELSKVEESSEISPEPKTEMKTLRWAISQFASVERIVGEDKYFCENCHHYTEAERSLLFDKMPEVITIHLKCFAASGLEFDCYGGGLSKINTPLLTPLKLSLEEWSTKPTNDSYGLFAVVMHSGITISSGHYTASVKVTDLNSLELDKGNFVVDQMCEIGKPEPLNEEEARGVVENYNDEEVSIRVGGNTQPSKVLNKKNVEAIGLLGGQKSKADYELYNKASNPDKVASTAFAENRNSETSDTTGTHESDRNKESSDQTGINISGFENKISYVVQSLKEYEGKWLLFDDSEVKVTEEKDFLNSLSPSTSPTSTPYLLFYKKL
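In this screen, compounds sit with the deubiquitinase complex (1nM) for 15 min at room temperature before Ub-Rho is added at 150nM final. Fluorescence rise is then followed for 6 reads every 60 seconds.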
Pin1 inh = blocks the human prolyl isomerase Pin1; Pin1 FP peptide displacement, HiFluor488, 10 min; 390,000 compounds, 0.009% hits; AID 504891; Potency, µM (titrated, usually from 115 µM), for inactives: top-dose activity, negative = inhibition, hits mostly inhibitors; active = well fitted inhibition curve with a large enough effect in the polarisation, with a control signal flat, not every such curve was filed as active; inconclusive = small, poorly fitted or top-dose-only effect, or effect the other way, or a change in a side signal; inactive = no such curve, though single readings can be large or run the other way; the % refers to the polarisation; also: potency is read from the fitted curve at half-maximal effect; % is scaled to controls: 0 for no effect and ±100 for the full control effect
Target sequence (Q13526 whole entry, looked up): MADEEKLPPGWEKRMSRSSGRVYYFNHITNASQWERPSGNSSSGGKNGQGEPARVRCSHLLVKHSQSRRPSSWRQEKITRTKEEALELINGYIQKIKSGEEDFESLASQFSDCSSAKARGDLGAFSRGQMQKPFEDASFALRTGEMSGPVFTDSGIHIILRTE
PGK inhibitor = blocks T. brucei phosphoglycerate kinase; P07378; PGK/GAPDH coupled, Kinase-Glo luminescence, 60 min; Potency, µM (doses to about 57.5 µM), for the others: at the top dose activity change, negative = inhibition, actives largely listed as inhibitors; 380,000 compounds, 0.043% hits; AID 602233; also: potency is read from the fitted curve at half-maximal effect; % is scaled to controls: 0 for no effect and ±100 for the full control effect; nearly all actives have a fitted effect of over 60% in size
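Recombinant glycosomal PGK reaction used 1,3-bisphosphoglycerate generated in-well by GAPDH (100nM final) in 100mM TEA pH 7.6, 5mM MgCl2, 0.01% Tween-20. After 60 minutes at room temperature, ATP was read by Kinase-Glo Plus luminescence end-point.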
GLS inhibitor = inhibitors of human glutaminase (GLS) | O94925 | GLS enzymatic activity, qHTS titration | Potency, µM (highest dose often 45.5 µM), for the others: at the highest dose activity change, negative = inhibition, actives largely listed as inhibitors | 410,000 compounds, 0.21% hits | AID 624170; also: potency is read from the fitted curve at half-maximal effect; % is scaled to controls: 0 for no effect and ±100 for the full control effect
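hKGA; 45 mM KH2PO4 pH 8.2 + 0.02% Tween-20; cpd via pin tool; 1 mM Gln soln; GluOx/HRP/Amplex Red; RT 30 min; fluor. t0 & final.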
IDH1 R132H inh = inhibitors of human mutant IDH1 R132H. O75874. IDH1-R132H enzyme, NADPH consumption, diaphorase/resazurin fluorescence. Potency, µM (doses to about 76.6 µM), for inactives: top-dose activity change, negative = inhibition, hits mostly inhibitors. 390,000 compounds, 0.093% hits. AID 602179; also: potency is read from the fitted curve at half-maximal effect; % is scaled to controls: 0 for no effect and ±100 for the full control effect; nearly all actives have a fitted effect of over 65% in size
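IDH1-R132H (0.5 ug/mL) preincubated 30 min with compound, then NADPH (0.016 mM) and alpha-KG (2 mM) added; 80 min at RT, pH 7.5. Remaining NADPH coupled via diaphorase/resazurin to fluorescence (540/590 nm); concentration-response curves normalized to no-enzyme control.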
HP1b binding inh = blocks HP1-beta chromodomain binding to methylated histone tails | P83916 | AlphaScreen HP1-beta / biotin-H3K9me3 peptide binding | Potency, µM (top dose mostly 114 µM), for the others: at the top dose activity change, negative = inhibition, usual class: inhibitors | 390,000 compounds, 0.56% hits | AID 540317; also: potency is read from the fitted curve at half-maximal effect; nearly all actives have a fitted effect of over 70% in size; inactives centre near 23
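HP1-beta protein (50 nM final) preincubated 30 min at room temperature with biotinylated H3(1-18)K9me3 peptide (50 nM) in PBS pH 7.4, 0.01% Tween-20, then compound added for 30 min. AlphaScreen streptavidin donor/nickel chelate acceptor beads (10 ug/mL final), 30 min dark, luminescence read.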
An asterisk follows results filed as active; i = inactive; ? = inconclusive; . = no result given; [ ] = dose if it differs, or a comment. Unless noted, calls follow the shape of the dose curve; as a rule, active = well fitted curve in the direction sought with a large enough effect; inconclusive = small, poorly fitted or top-dose-only effect, or another doubt; inactive = no such curve, though single readings can be large; an effect the other way counts as inactive or inconclusive. Not all compounds are listed; rates above refer to the full screens.

No. | canonical_smiles | rTrxR1 inhibitor | PI4K2A block | TrxR1 substrate | USP1 inh | Pin1 inh | PGK inhibitor | GLS inhibitor | IDH1 R132H inh | HP1b binding inh
1 | O=C(OCc1nc2ccsc2c(=O)[nH]1)c1ccco1 | 21.7% | -2.2 | 7.6% | 2.2% | -4.1% | -4.1% | 1.0% | 11.0% | 23.6%
2 | CCOc1ccccc1NC(=O)Cn1c(C)cc(COC)c(C#N)c1=O | -12.5% | -6.1 | -4.3% | -14.9% | -6.7% | -2.7% | -4.6% | 11.2% | 60.5%[activator]
3 | O=C(Nc1ccc2c(c1)CN(Cc1ccco1)CC2)C1CCCO1 (configuration not stated) | ? | 5.0 | 1.3% | -20.1% | -5.3% | -6.2% | -7.2% | 4.9% | 43.2%[activator]
4 | COc1ccccc1C(OC(=O)c1ccco1)C(=O)NC(C)(C)C (configuration not stated) | -3.2% | 9.1 | -2.0% | 1.2% | 2.6% | -2.3% | -19.1% | -1.9% | 0.8%
5 | Cc1ccc(S(=O)(=O)N/N=C\c2ccc([N+](=O)[O-])o2)cc1C | ? | -0.4 | -6.0% | -22.0% | -5.4% | 5.2% | 9.8% | -11.8% | 42.7%[activator]
6 | Cc1nc2ccccc2nc1N/N=C/c1ccc(O)cc1O | 12.5% | -0.4 | -7.7% | -20.4% | 11.4% | -1.7% | 26.7% | -7.5% | 13.4%
7 | CCNC(=O)/C=C/c1ccccc1[N+](=O)[O-] | 10.6% | -3.6 | -0.7% | -9.3% | 3.7% | . | 3.8% | -4.2% | 38.6%
8 | CC1CCc2sc(C(=O)NN=C3CCC(c4ccccc4)CC3)cc2C1 (configuration not stated) | 8.7% | -2.6 | -3.2% | -18.4% | -2.0% | . | 9.2% | 0.3% | 2.9%
9 | Cn1c(NC(=O)c2ccc(S(=O)(=O)N3CCOCC3)cc2)cc(=O)n(C)c1=O | 6.9% | -2.9 | -2.2% | -1.1% | -2.5% | 0.1% | 12.0% | 2.2% | 32.9%
10 | Cn1cc(C(=O)N2CCc3ccccc32)cn1 | -3.0% | 0.8 | 2.1% | -9.9% | -2.8% | -1.2% | 1.6% | 5.0% | 24.8%
11 | COCCCNC(=S)N(Cc1ccccc1)Cc1ccc(F)cc1 | 13.1%[57.1 µM] | 5.6 | 6.9%[57.1 µM] | -13.6% | -0.3% | -0.9% | 0.0% | 4.4% | 61.1%[activator]
12 | COCCCNC(=O)CN(c1cccc(Cl)c1)S(C)(=O)=O | 4.0% | -3.9 | 0.3% | -4.0% | 15.9% | i | 0.1% | 5.2% | 30.5%
13 | Fc1ccc(CSc2nncn2NCc2ccc3c(c2)OCO3)cc1 | 21.4% | 0.4 | 9.3% | -2.2% | -0.6% | -5.8% | 16.8% | 6.9% | 0.2%
14 | CCC(CC)C(=O)OCC(=O)Nc1ccc(S(=O)(=O)N2CCOCC2)cc1OC | 23.3% | 0.8 | 5.2% | -22.8% | 0.4% | i | -3.6% | 4.5% | 32.6%
15 | O=C(Nc1nc2c(Cl)cccc2s1)c1ccc(Br)o1 | 25.9% | -1.3 | 22.7% | -10.5% | -4.6% | 3.5% | 0.6% | 6.9% | 34.7%
16 | COCCCNC(=O)C1CCN(c2nc(C)cc(C)n2)CC1 | 21.1%[57.1 µM] | 6.1 | 22.5%[57.1 µM] | -11.8% | -0.7% | i | -6.9% | 0.1% | 23.7%
17 | O=C(O)c1cccc(Cl)n1 | 15.3% | -9.9 | 8.8% | -19.0% | -2.6% | -8.1% | 1.9% | -2.4% | 11.0%
18 | CCCC(=O)Nc1cc(=O)[nH]c2ncnn12 | 8.2% | 2.0 | 6.0% | -6.9% | -6.4% | -0.1% | -2.7% | 0.0% | 28.0%
19 | COc1ccc(OC)c(C(C[N+](=O)[O-])c2c(C)cc3ccccn23)c1 (configuration not stated) | -38.8% | -7.1 | 7.3%[57.1 µM] | -15.4% | 3.3% | -2.7% | -3.5% | -1.1% | ?
20 | CSc1sc(C(=O)NN)c2c1C(O)CCC2 (configuration not stated) | 6.3%[57.1 µM] | -0.4 | 9.1%[57.1 µM] | . | -8.9% | -5.0% | 21.9% | . | 20.2%
21 | Cc1ccc(NC(=O)CN2C(=O)C(c3ccc(F)cc3)=NC23CCCCC3)c(C)c1 | 14.7% | 4.6 | -1.4% | -25.1% | 1.5% | . | 1.5% | . | 48.7%[activator]
22 | O=C(NC(=O)N1CCOCC1)c1ccccc1 | 5.0% | -0.5 | 1.1% | -14.4% | 1.8% | i | 1.6% | 1.6% | 32.4%
23 | O=C(NN1C(=O)/C(=C/C=C/c2ccco2)SC1=S)c1ccccc1O | 56.2µM* | -23.8 | -17.5% | -15.7% | 11.4% | ? | 56.9%[activator] | -2.3% | 12.6µM*
24 | Nn1c(SCc2nc3ccccc3[nH]2)nnc1-c1cccnc1 | 30.4%[activator] | 1.9 | 12.8% | -12.8% | -0.2% | 3.2% | -6.1% | 2.4% | 12.0%

Just Pin1 inh and USP1 inh (2 entries from above):
item	mol	Pin1 inh	USP1 inh
20	CSc1sc(C(=O)NN)c2c1C(O)CCC2 (configuration not stated)	-8.9%	.
18	CCCC(=O)Nc1cc(=O)[nH]c2ncnn12	-6.4%	-6.9%

More compounds follow:
No. | canonical_smiles | rTrxR1 inhibitor | PI4K2A block | TrxR1 substrate | USP1 inh | Pin1 inh | PGK inhibitor | GLS inhibitor | IDH1 R132H inh | HP1b binding inh
25 | COc1ccc(/C=N/N2CCN(c3ccccc3OC)CC2)cc1OC | 7.1% | -2.8 | 2.1% | -17.6% | 0.4% | -2.0% | 42.1%[activator] | 1.9% | -10.9%
26 | COc1cc(C(=S)N2CCCC2)ccc1OCc1ccccc1 | 13.0% | 8.8 | -3.0% | -16.9% | -1.9% | -9.8% | -0.3% | 0.7% | 54.0%[activator]
27 | CSc1nnc(C)c(=O)n1COC(=O)c1ccccc1 | 25.8% | 5.1 | 9.3% | -19.8% | -4.1% | 2.9% | -5.1% | -7.9% | 38.5%
28 | Cc1cc(C)c(S(=O)(=O)N2C=CC(C(F)(F)F)=NCC2)c(C)c1 | -1.3% | 1.4 | -9.5% | -3.8% | -1.4% | 9.6% | 13.3% | 2.4% | 67.2%[activator]
29 | COc1cc(NC(=O)COC(=O)c2n[nH]c3ccccc23)c(C)cc1[N+](=O)[O-] | 1.8% | -2.5 | -5.9% | -20.0% | 31.5%[activator] | i | 3.5% | 3.4% | 34.0%
30 | Cc1cc(OCCN2CCOCC2)nc2ccccc12 | 18.1%[57.1 µM] | 0.5 | 9.3%[57.1 µM] | -2.0% | 3.8% | 2.6% | 3.9% | 2.5% | 20.3%
31 | COC(=O)c1ccc(COC(=O)c2[nH]c(C)c(C(C)=O)c2C)o1 | -112.8% | -1.4 | -13.6% | -10.5% | 4.8% | -0.8% | -2.4% | -0.5% | 3.5%
32 | Cc1ccc(S(C)(=O)=O)cc1C(=O)Nc1cccc(S(=O)(=O)N2CCCCCC2)c1 | 11.6% | -3.7 | 3.9% | -20.8% | -2.5% | -8.9% | 2.0% | 8.5% | 21.5%
33 | O=C(Cn1c2c(c(=O)n3ncnc13)CCC2)N/N=C/c1cccs1 | 14.8% | 2.0 | -6.3% | -7.0% | -6.8% | i | -8.5% | 18.8% | 46.1%[activator]
34 | O=C(OCc1cn([C@H]2CN(C(=O)C3CCCCC3)[C@@H](c3ccccc3)C[C@@H]2O)nn1)c1ccccc1 | . | -2.8 | . | -10.9% | . | 6.5% | -1.8% | -3.7% | .
35 | Cc1cc(C)cc(C(=O)NC(CC(N)=O)c2ccc(NCCN3CCCC3)c([N+](=O)[O-])c2)c1 (configuration not stated) | 11.9%[57.1 µM] | -2.3 | -6.1%[57.1 µM] | -17.5% | -4.8% | -7.9% | 13.1% | 7.3% | 27.2%
36 | CCOc1ccc(-c2cccc(NS(=O)(=O)c3ccc(Cl)s3)c2)nn1 | 10.4%[57.1 µM] | -6.5 | -2.5%[57.1 µM] | -13.2% | 5.6% | i | -2.2% | 15.3% | 22.4%[57 µM]
37 | CCOc1ccc(N(CC(=O)NC2CCCC2)C(=O)CCCC(=O)Nc2ccccn2)cc1 | -0.7% | 0.4 | 1.6% | -1.6% | -3.4% | 6.7% | -2.8% | 1.1% | 56.8%[activator]
38 | O=C(NNC1=Nc2ccccc2SC1)c1cccc([N+](=O)[O-])c1 | 15.9%[11.4 µM] | 2.6 | 10.2%[57.1 µM] | -23.7% | -2.4% | 7.9% | 0.0% | -0.8% | 27.1%
39 | COc1ccc(S(=O)(=O)N2CCOCC2)cc1NC(=O)CCCOc1ccccc1 | 5.7%[11.4 µM] | -0.9 | 7.3%[11.4 µM] | -14.4% | ? | -3.5% | -0.8% | 7.0% | 34.2%
40 | O=C(CSc1ncn(-c2ccccc2)n1)Nc1ccc(Br)cn1 | 6.8% | 4.9 | 0.8% | -11.4% | 4.2% | -2.1% | . | 2.5% | 35.8%[activator]
41 | CCCn1c(=O)c(C(=O)Nc2ccccc2)c(O)c2ccccc21 | -0.7%[57.1 µM] | -1.6 | 6.3%[57.1 µM] | -0.8% | 2.4% | -4.3% | 3.3% | -0.7% | 25.1%
42 | Cn1c(N)c(C(=O)COC(=O)c2cncc(Br)c2)c(=O)n(C)c1=O | -10.2%[57.1 µM] | -4.4 | -3.9% | -4.5% | -5.5% | 6.6% | 20.2% | -7.3% | 28.0%

Compound activity: PubChem BioAssay, National Center for Advancing Translational Sciences (NCATS)
